# PDI turbidity – blocks human protein disulfide isomerase activity. PDI insulin aggregation turbidity, A650, 90 min. P07237. hit rate 0.052% among 350,000. inhibition, % at 10 µM;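 active means mean inhibition across replicates of 30% or more, whatever share of single replicates reach that level; inconclusive means mean inhibition below 30% while every single replicate reaches 30%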;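 further: absorbance from insulin aggregation driven by PDI reduction with DTT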
# Target sequence (P07237 whole entry, looked up): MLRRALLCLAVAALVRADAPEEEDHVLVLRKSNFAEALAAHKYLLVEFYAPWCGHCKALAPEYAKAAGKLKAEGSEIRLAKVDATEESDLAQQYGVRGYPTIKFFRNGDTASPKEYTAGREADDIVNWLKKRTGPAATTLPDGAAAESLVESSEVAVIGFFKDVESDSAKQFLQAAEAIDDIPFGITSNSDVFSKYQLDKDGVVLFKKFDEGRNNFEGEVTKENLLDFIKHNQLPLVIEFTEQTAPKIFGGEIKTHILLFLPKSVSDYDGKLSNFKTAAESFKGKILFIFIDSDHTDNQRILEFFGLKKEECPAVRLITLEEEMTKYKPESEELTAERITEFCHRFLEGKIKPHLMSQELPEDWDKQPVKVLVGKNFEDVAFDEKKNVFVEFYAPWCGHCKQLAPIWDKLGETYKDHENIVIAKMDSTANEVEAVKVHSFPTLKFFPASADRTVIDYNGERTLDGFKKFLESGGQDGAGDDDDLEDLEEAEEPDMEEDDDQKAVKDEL
# TRPM1 prom inh – reduces MITF-dependent TRPM1 promoter luciferase signal; SK-MEL-5 TRPM1 promoter luciferase, 24 h; inhibition, % at 12.5 µM; hit rate 0.83% among 330,000;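 active means mean inhibition across replicates of 60% or more, whatever share of single replicates reaches that level; inconclusive means some that reach 60%, reason not given; inactive means mean inhibition across replicates below 60%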; further: values of inactives mirror those of a sister screen read the other way
# CaV13 ICDI inh – Primary screen for inhibitors of IQ motif and Ca2+-dependent inactivation inhibitor domain binding in CACNA1D, Förster resonance energy transfer in living cells, …; HEK cells, CFP/YFP FRET ICDI-IQ, plate reader, 10 min; percent FRET-ratio fall versus neutral wells; hit rate 0.098% among 340,000; inhibition, % at 12.3 µM;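 active means mean replicate inhibition of at least 30% and at least 1% of replicates passing that level; inconclusive means only one of the two criteria is met; inactive means neither criterion is met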;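 further: 0% = median of the neutral control wells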
# CF NFkB block – blocks PAF-induced NF-kB reporter in cystic fibrosis cells; KKLEB NF-kB-GFP reporter, GFP fluorescence overnight; inhibition, % at 5 µM; hit rate 0.86% among 360,000; AID 588850;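 active means at least 50% inhibition at 5 µM, scaled per plate between neutral and stimulator controls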;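 further: PAF is a Pseudomonas aeruginosa culture filtrate used as stimulus; plate controls were PAF-stimulated DMSO wells for no effect and unstimulated DMSO wells for full effect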
# Shn3 inh set2 – Schnurri-3 reporter inhibition in Clone20 osteoblasts. Clone20 osteoblast Shn3 3'UTR firefly luciferase, 24 h. inhibition, % at 12.5 µM. hit rate 0.52% among 360,000;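 active means mean inhibition of at least 75% with every replicate also reaching 75%; inconclusive means mean inhibition at least 75% but some replicate below; inactive means mean inhibition below 75%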;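 further: 0% = median of neutral control wells and 100% = pilot-screen positive control compound; some compounds past the cut are filed as inactive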
# NR2E3 ag-1 – activates human photoreceptor nuclear receptor NR2E3. hit rate 0.12% among 320,000. inhibition of corepressor binding, % at 4.78 µM. GST-NR2E3/biotin-RetCOR TR-FRET, 1536-well. AID 2300. Q9Y5X4;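 active means percent inhibition above the cutoff of mean plus 3 SD of all tested compounds, set per screening campaign, cut at about 20% in these data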;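 further: 0% = DMSO wells and 100% = biotin wells as full block of FRET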
# Target sequence (Q9Y5X4 whole entry, looked up): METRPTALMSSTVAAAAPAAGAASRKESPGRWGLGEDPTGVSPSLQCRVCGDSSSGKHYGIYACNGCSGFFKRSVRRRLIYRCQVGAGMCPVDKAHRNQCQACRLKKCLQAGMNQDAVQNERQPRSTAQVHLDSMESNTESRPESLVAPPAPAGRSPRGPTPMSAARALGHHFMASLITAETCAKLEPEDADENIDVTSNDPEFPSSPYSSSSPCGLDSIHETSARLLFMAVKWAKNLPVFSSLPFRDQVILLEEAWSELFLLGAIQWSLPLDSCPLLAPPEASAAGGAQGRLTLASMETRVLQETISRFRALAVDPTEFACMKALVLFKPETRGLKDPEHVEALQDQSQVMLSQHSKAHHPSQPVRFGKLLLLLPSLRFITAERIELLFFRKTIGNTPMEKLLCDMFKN
#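 System: GST-tagged NR2E3 plus biotinylated RetCOR corepressor; Buffer or medium: pH 7.5 Tris-based buffer; Probe or stimulus: RetCOR corepressor, biotinylated, 7 nM; Doses: compound at 4.8 µM, single dose; Schedule: 5 h incubation at 4 °C; Technique: time-resolved FRET; Evaluation: percent inhibition of TR-FRET ratio; Replication: one well per compound, singlicate testing.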
# KKLEB tox – CF airway cell cytotoxicity counter-screen; activity change (cytotoxicity), % at 5 µM; KKLEB CF airway cells viability, ATPlite luminescence, overnight; hits give low values; cells stimulated with P. aeruginosa culture filtrate; hit rate 0.36% among 360,000;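 active means corrected activity change at or below -50% at 5 µM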
# HIF-2a inh – HIF-2a inhibition; 786-0 RCC cells HIF-2a reporter, luciferase luminescence, overnight; inhibition, % at 18.8 µM; hit rate 0.72% among 360,000; AID 624352;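 active means inhibition of the luminescence signal of 40% or more relative to plate controls, in a single-dose primary screen at 18.75 µM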
# Vif inh – blocks HIV Vif function. HEK293T cells, Vif self-association by quenched fluorescence, imaging, 24 h. hit rate 0.35% among 340,000. AID 602346. inhibition, % at 7.49 µM; in the data active means inhibition above about 50%, passing the limit was not always enough; inconclusive means no clear call, values can overlap the other calls; inactive means below about 31%; further: some results filed as inactive read as strong as hits
# Peg3 promoter – Peg3 promoter activity inhibition | HeLa PEG-Prom luciferase reporter, luminescence, overnight | inhibition, % at 20 µM | hit rate 1.7% among 360,000 | AID 588405;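 active means inhibition of at least 50% at 20 µM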
# NR2E3 ag-2 – human photoreceptor-specific nuclear receptor agonism. CHO-S Gal4-NCOR/VP16-NR2E3 two-hybrid, luciferase. inhibition of corepressor binding, % at 3.98 µM. hit rate 0.35% among 360,000. AID 602229;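 active means inhibition above the mean of all tested compounds plus 3 SD, cut at about 70% in these data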;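 further: 0% = DMSO with NR2E3 transfected cells and 100% = cells lacking NR2E3 construct; higher means lower luciferase signal from less NR2E3 corepressor binding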
# Starred values were filed as active, the others as inactive; ? = inconclusive; / = no result given; & = joins results of further samples. An unsorted share of the library; any-hit rate near 3.3%.
# Values run as follows: PDI turbidity, TRPM1 prom inh, CaV13 ICDI inh, CF NFkB block, Shn3 inh set2, NR2E3 ag-1, KKLEB tox, HIF-2a inh, Vif inh, Peg3 promoter, NR2E3 ag-2
O=C(Nc1ccc2nc(-c3cccnc3)[nH]c2c1)c1ccco1
    -8, /, -6, 13, -17, 2, 0, -37, -3, -43, -5
C#CC(CC)(CC)NC(=O)/C=C/C(=O)O
    5, 3, -20, 13, -10, 3, 9, 8, 2, 5, 14
[O-]c1c[n+](-c2ccccc2)no1
    -1, -5, -4, 12, 7, -2, -3, -2, -15, -15, -9
C/C(=N\NC(=O)Cn1ccc(C(F)(F)F)n1)c1ccco1
    7, 2, -6, 3, 9, 4, 2, -3, -4, -4, 1
c1coc(CNCc2cccs2)c1
    -2, -2, -4, -13, -17, 0, 3, 0, 3, 15, 7
Cc1ccc(CC(=O)Nc2ccc(OC(F)F)c(Cl)c2)cc1C
    26, -8, 1, 2, -24, 2, 5, -4, /, 11, 10
C=CCNc1nnc(SCC(=O)Nc2ccccc2OC)c2ccccc12
    -6, 10, -4, 17, 1, 4, 7, 15, -3, 23, 3
Cc1cccc(Nc2nc(NCC3CCCO3)nc(N)c2[N+](=O)[O-])c1 (configuration not stated)
    -3, -16, -5, 4, 5, -1, -11, 23, -3, 18, 7
CCOC(=O)C1CCCN(C(=O)c2ccncc2)CC1 (configuration not stated)
    3, /, -5, -9, -10, /, 6, 10, -7, 5, -20
Cc1c(C)n(O)c2ccc3nonc3c12
    0, 0, -10, 17, /, -4, 5, 12, -6, 7, -18
O=c1cc(CN2CCN(Cc3ccccc3)CC2)c2cc3c(cc2o1)CCC3
    -4, 16, -5, 2, 56, 0, -8, 14, -14, 16, 9
N#C/C(=C/c1ccco1)c1nc2ccccc2s1
    -8, -5, -5, -40, -31, 0, -9, -211, -8, -259, -117
COc1cccc(-c2nc3c(c(SCC(=O)N4CCOCC4)n2)Cc2c(CO)cnc(C)c2O3)c1
    2, 16, /, 38, 4, 2, -11, 3, ?, 59*, -10
COc1ccccc1C(CNc1ncccc1[N+](=O)[O-])N(C)C (configuration not stated)
    -3, 8, -3, 3, 13, 0, -24, -3, 39, -16, -20
CCCN(C(=O)Cn1c(C(F)(F)F)nc2ccccc21)C1CCS(=O)(=O)C1 (configuration not stated)
    0, 3, -1, -7, -5, 1, -1, 7, 7, -6, -10
N#Cc1ccc(CSc2ccc(S(=O)(=O)N3CCCC3)cn2)cc1
    3, 0, -6, -4, 18, -1, 0, 4, 0, 26, 12
N/C(=N\OC(=O)CC1CCCCC1)c1ccc(Br)cc1
    6, -23, -6, -32, -45, 1, 18, -151, -6, -52, -27
COc1ccc(NC(=O)CSc2nnc3ccc(-c4cccnc4)nn23)cc1OC
    3, 11, -6, -4, -17, -1, 3, 11, -8, 8, -31
CCCCNc1c(-c2ccc(SC3CCCCC3)c(OC)c2)nc2ccc(C)cn12
    -12, -2, -11&-12, 17, 72, /, -10, -25&-42, 0, 24, 0&-5
Cn1cc(S(=O)(=O)Nc2ccc(F)c(Cl)c2)c(=O)n(C)c1=O
    /, /, -4, -10, -3, 0, -1, 11, -2, 1, -7
CC(C)CC(=O)Nc1ccc(N2CCN(S(C)(=O)=O)CC2)cc1
    -9, -5, -2, 13, -12, -6, -1, 6, -2, -7, -13
CCOC(=O)C1(Cc2ccccc2C)CCCN(Cc2ccc(NC(C)=O)cc2)C1 (configuration not stated)
    2, 14, -2, 7, 11, 4, 2, 15, 7, 13, -14
Cc1ccc(S(=O)(=O)N(C)c2ccccc2C(=O)Nc2ccc3c(c2)OCCO3)cc1
    2, 2, -5, -9, 7, 0, -4, 22, -1, 3, -19
Cc1ccc(C(=O)N/C(=C\c2cn(C)c3ccccc23)C(=O)NCCCN2CCOCC2)cc1
    -2, 1, -7, 10, 8, 0, -4, 4, 4, -5, 2
O=C(NC(=S)Nc1cccc(Cl)c1N1CCCC1)c1ccc(-c2cccc([N+](=O)[O-])c2)o1
    -5, 4, -8, 10, -4, 4, -6, 2, /, 8, 11
COC(=O)c1cc(N=Nc2sc(N)nc2C)cc(C(=O)OC)c1
    1, 7, -5, -15, /, 1, -6, 11, -10, 16, 17
O=C(CSc1nc2ccsc2c(=O)n1CC1CCC(C(=O)O)CC1)c1ccc(F)cc1 (configuration not stated)
    -5, 8, -20, 13, -12, 3, 5, 19, -4, 17, 0
CNCC(O)c1ccc(O)c(O)c1 (configuration not stated)
    -4, 2, -5, 12, 22, 8, -2, 6, -3, -4, -15
CCOC(=O)c1ccc(Cl)c(S(=O)(=O)N2CCCC2)c1
    -10, -3, -6, -6, -5, 6, -15, 19, 0, 13, -6
CC1CCN(S(=O)(=O)c2cccc(C(=O)NCC3CCCO3)c2)CC1 (configuration not stated)
    1, 6, /, 1, 1, 0, 6, 19, 0, 28, -9

# (further entries)
# Values run as follows: PDI turbidity, TRPM1 prom inh, CaV13 ICDI inh, CF NFkB block, Shn3 inh set2, NR2E3 ag-1, KKLEB tox, HIF-2a inh, Vif inh, Peg3 promoter, NR2E3 ag-2
CCCc1ccc(S(=O)(=O)N2CCN(C(C)C(=O)NCc3ccccc3)CC2)cc1 (configuration not stated)
    4, 7, -6, -7, -6, /, 2, 9, 1, 22, 41
Cc1cccc(CS(=O)(=O)Cc2ccc(C(=O)O)o2)c1
    -1, -7, -7, -11, -7, 3, -2, 4, -5, -10, 1
CS(=O)(=O)CCC(C(=O)n1nnc2ccccc21)N1C(=O)c2ccccc2C1=O (configuration not stated)
    -6, 4, /, 2, -13, 1, 0, 13, 11, 8, -4
CC(Oc1ccccc1)C(=O)NC1CCN(Cc2ccccc2)CC1 (configuration not stated)
    1, 1, -5, 7, 10, 4, 7, -1, -1, 6, -5
CN1CC(=O)N(CC(=O)Nc2ccc(SC(F)F)cc2)C1=O
    -3, 0, -6, -16, -3, -1, -2, 5, -3, -14, 1
Cc1ccc2c(C(=O)CN3CCN(c4ccccc4)CC3)c(C)[nH]c2c1
    -2, 6, -6, 6, 0, -2, 4, -9, -7, 2, -14
Cc1cccc(OCC(=O)NNC(=O)c2ccc3nc[nH]c3c2)c1
    2, -4, -7, -12, 1, 4, -25, 11, 2, 19, 14
COc1ccc(C(=O)Nc2cc3c(cc2C(=O)O)OCCCO3)c(OC)c1
    -3, 1, -4, -4, -4, -2, 8, 2, 3, -4, -27
C=CCNC(=S)N/N=C/c1ccc(-c2cc(Cl)ccc2Cl)o1
    -2, -2, -6, 2, 29, -3, 4, -53, -23, -4, -16
NC(=O)c1nn(Cc2ccccc2)c(=O)c2ccccc12
    -4, 1, -2, 21, 17, 0, -1, 4, -2, 8, -13
COc1ccccc1N(C(=O)c1snc(C(N)=O)c1N)C(C(=O)NC1CCCC1)c1ccco1 (configuration not stated)
    -11, 1, /, 12, 20, 4, 13, 23, /, 16, -1
COc1cccc(C(C)=C2SC(=S)NC2=O)c1
    -5, -4, -7, 14, 4, /, -7, -31, 1, -37, -33
CCn1c(SCC(=O)N2CCCCC2C)nc2c1c(=O)n(C)c(=O)n2C (configuration not stated)
    -1, -3, -4, 2, -2, 3, -6, 15, 3, 8, -17
Cc1nc(CNC(=O)CC2C(=O)NCCN2Cc2ccc(F)cc2)cs1 (configuration not stated)
    5, -4, /, -28, -4, /, 5, 2, -1, -7, -11
COc1ccccc1NS(=O)(=O)c1cccc(NC(=O)CCNC(=O)c2ccccc2OC)c1
    7, -2, -6, 6, 31, 2, -2, 7, -1, 9, -10
Cc1cccc(C)c1NC(=S)/N=C/N(C)C
    1, -5, -7, 6, 8, 3, 2, 14, 4, 2, -2
COC(=O)c1ccccc1S(=O)c1snnc1C (configuration not stated)
    3, 12, -4, -8, -1, 3, -5, 15, -12, 16, 9
CCN(CC)c1nc(Nc2ccccc2)nc(Oc2ccc(=O)n(C)n2)n1
    -6, 7, /, -16, 2, -3, -3, 7, -21, 19, -9
COc1ccc(CCNCC2C(Oc3ccc(Cl)cc3)C(=O)N2c2ccccc2C)cc1OC (configuration not stated)
    2, -12, 3, 8, 45, 1, 0, 18, -11, 10, -47
CCc1c(C(=O)N/N=C/c2ccc(C)o2)csc1C
    -1, -1, -5, 7, -13, 0, 0, -8, 4, -2, -2
Cc1noc(C)c1S(=O)(=O)Nc1ccc(C(=O)N2CCN(c3ccc(Cl)cc3)CC2)cc1
    -2, 0, /, -7, 36, -1, -1, -3, -3, 9, 65
Cc1ccc(C)c(NC(=O)c2ccccc2Sc2ccc([N+](=O)[O-])cc2Cl)c1
    -10, -22, -5, -1, -18, 1, 2, 15, 1, 16, 2

# Among those listed so far, these have a furan ring, fused or not:
# Values run as follows: PDI turbidity, TRPM1 prom inh, CaV13 ICDI inh, CF NFkB block, Shn3 inh set2, NR2E3 ag-1, KKLEB tox, HIF-2a inh, Vif inh, Peg3 promoter, NR2E3 ag-2
O=C(Nc1ccc2nc(-c3cccnc3)[nH]c2c1)c1ccco1
    -8, /, -6, 13, -17, 2, 0, -37, -3, -43, -5
C/C(=N\NC(=O)Cn1ccc(C(F)(F)F)n1)c1ccco1
    7, 2, -6, 3, 9, 4, 2, -3, -4, -4, 1
c1coc(CNCc2cccs2)c1
    -2, -2, -4, -13, -17, 0, 3, 0, 3, 15, 7
N#C/C(=C/c1ccco1)c1nc2ccccc2s1
    -8, -5, -5, -40, -31, 0, -9, -211, -8, -259, -117
O=C(NC(=S)Nc1cccc(Cl)c1N1CCCC1)c1ccc(-c2cccc([N+](=O)[O-])c2)o1
    -5, 4, -8, 10, -4, 4, -6, 2, /, 8, 11
Cc1cccc(CS(=O)(=O)Cc2ccc(C(=O)O)o2)c1
    -1, -7, -7, -11, -7, 3, -2, 4, -5, -10, 1
C=CCNC(=S)N/N=C/c1ccc(-c2cc(Cl)ccc2Cl)o1
    -2, -2, -6, 2, 29, -3, 4, -53, -23, -4, -16
COc1ccccc1N(C(=O)c1snc(C(N)=O)c1N)C(C(=O)NC1CCCC1)c1ccco1 (configuration not stated)
    -11, 1, /, 12, 20, 4, 13, 23, /, 16, -1
CCc1c(C(=O)N/N=C/c2ccc(C)o2)csc1C
    -1, -1, -5, 7, -13, 0, 0, -8, 4, -2, -2
